FAS-TE inh: FAS thioesterase (human) inhibition; recombinant FAS-TE, OMFH fluorogenic substrate, fluorescence endpoint; inhibition, % at 15 µM; actives 0.67% (n = 360,000);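 active = compounds whose normalised, plate-corrected inhibition of enzyme fluorescence in the single-dose primary screen is 50% or more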;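 also: 0% = DMSO with enzyme and 100% = substrate without enzyme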
Rin1 Abl inh: human Rin1-Abl interaction inhibition. TR-FRET Rin1/Abl binding, biochemical. inhibition, % at 7.35 µM. AID 588664. actives 0.4% (n = 360,000). P00519+Q13671; in the data active = inhibition above about 5%, passing the limit was not always enough
MT1-MMP act inh: inhibitors of human MT1-MMP activation | GFP/RFP ratio change, % at 20 µM | actives 0.061% (n = 360,000) | HT1080 RFP-PRO-GFP cells, GFP/RFP ratio fluorescence, overnight; percent of plate control window, DMSO zero | P50281;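 active = GFP/RFP ratio change of at least 30% with cell ATP level not reduced by more than half and red fluorescence within 50% of control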; also: strong numbers were not always called active
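Assay system: HT1080 cells carrying an RFP-PRO-GFP reporter | Dosing: Single dose of 20 µM compound, 1% DMSO final | Incubation: Cells overnight before dosing, compound overnight, 37 °C, 5% CO2 | Evaluation: GFP/RFP fluorescence ratio | Control set: DMSO and RFP-L50D-GFP cell wells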
MsrA act: activates bovine MsrA enzyme. purified bovine MsrA, absorbance read-out. activation, % at 10.6 µM. actives 0.3% (n = 360,000). AID 602163; in the data active = activation above about 7.5%;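 also: 0% = vehicle and 100% = reference activator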
eLon inh: E. coli protease La inhibition | purified E. coli Lon protease, fluorescence polarization | P0A9M0 | inhibition, % at 7.94 µM | actives 0.42% (n = 360,000); in the data active = inhibition above about 13%, passing the limit was not always enough;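 also: 0% = enzyme with probe and DMSO and 100% = no enzyme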
Rpn11 inh: blocks the human proteasome subunit Rpn11 | human 26S proteasome, Ub4-pepOG fluorescence polarization; 20S core pre-blocked with epoxomicin | calls only at 20 µM | O00487 | AID 588493 | actives 0.59% (n = 360,000);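 active = inhibition at 20 µM, scaled to each plate's controls, above about 33%, limit read from the data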
Target sequence (O00487 whole entry, looked up): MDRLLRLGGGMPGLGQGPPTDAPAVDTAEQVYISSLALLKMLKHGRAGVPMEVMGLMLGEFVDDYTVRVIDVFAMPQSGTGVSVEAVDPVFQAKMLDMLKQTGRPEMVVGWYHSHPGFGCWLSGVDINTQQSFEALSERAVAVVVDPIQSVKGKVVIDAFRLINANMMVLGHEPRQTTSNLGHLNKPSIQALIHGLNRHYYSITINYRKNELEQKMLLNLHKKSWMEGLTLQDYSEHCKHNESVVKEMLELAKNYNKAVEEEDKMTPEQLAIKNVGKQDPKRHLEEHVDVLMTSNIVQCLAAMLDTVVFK
CSN inh: blocks human CSN-mediated cullin deneddylation | Purified CSN, SCF-Nedd8-OG deneddylation, fluorescence polarization | inhibition, % at 12.5 µM | actives 0.38% (n = 360,000);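 active = pattern-corrected inhibition above about 35%, with an unprinted fluorescence ratio check between 0.5 and 1.5, limit read from the data, passing the limit was not always enough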;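 also: 0% = enzyme with substrate and 100% = substrate without enzyme; some results filed as inactive read as strong as hits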
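Material: purified human Csn5 enzyme expressed in HEK293T cells / Medium: Tris buffer pH 7.5, NaCl, DTT, Tween-20, trehalose, ovalbumin / Compound dosing: 12.5 µM single point / Schedule: 90 min incubation of compound, enzyme and substrate at room temperature / Signal: fluorescence polarization of the substrate / Control set: no-enzyme wells high, enzyme-with-substrate wells low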
MsrA inhibitor: bovine MsrA inhibition. actives 0.75% (n = 360,000). purified bovine MsrA, absorbance read-out. inhibition, % at 15.5 µM. AID 651718; in the data active = inhibition above about 4.5%;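 also: 0% = vehicle wells with enzyme and 100% = reference inhibitor wells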
MLLE-PAM2 inh: blocks PAM2 peptide binding to the PABP1 MLLE domain | P11940 | GST-MLLE / FITC-PAM2 fluorescence polarization | inhibition, % at 20 µM | actives 0.36% (n = 360,000) | AID 588489; in the data active = inhibition above about 35%, passing the limit was not always enough;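 also: plate controls were DMSO wells with GST-MLLE for no effect and wells lacking GST-MLLE protein for full effect; some results filed as inactive read as strong as hits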
Target sequence (P11940 whole entry, looked up, the tested form may be a part): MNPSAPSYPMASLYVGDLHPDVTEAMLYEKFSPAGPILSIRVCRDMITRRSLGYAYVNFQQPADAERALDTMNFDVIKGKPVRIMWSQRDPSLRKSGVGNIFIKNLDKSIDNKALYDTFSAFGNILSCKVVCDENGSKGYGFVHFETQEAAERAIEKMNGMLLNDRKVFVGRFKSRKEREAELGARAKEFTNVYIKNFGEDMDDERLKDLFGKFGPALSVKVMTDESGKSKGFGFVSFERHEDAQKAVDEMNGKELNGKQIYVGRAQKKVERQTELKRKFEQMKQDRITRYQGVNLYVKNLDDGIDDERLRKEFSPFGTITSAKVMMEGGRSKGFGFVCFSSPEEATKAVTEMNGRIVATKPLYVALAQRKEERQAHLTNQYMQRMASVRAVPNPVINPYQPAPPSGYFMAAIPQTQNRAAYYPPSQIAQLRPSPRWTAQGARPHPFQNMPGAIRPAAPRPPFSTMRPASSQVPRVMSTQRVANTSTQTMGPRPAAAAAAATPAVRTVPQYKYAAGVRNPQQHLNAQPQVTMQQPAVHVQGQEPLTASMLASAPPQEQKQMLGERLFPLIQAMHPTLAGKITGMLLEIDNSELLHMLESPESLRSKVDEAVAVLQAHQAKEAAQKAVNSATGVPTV
An asterisk follows results filed as active; i = inactive; nt = no result given. The order is random (roughly 3.7% active in at least one column).

SMILES,FAS-TE inh,Rin1 Abl inh,MT1-MMP act inh,MsrA act,eLon inh,Rpn11 inh,CSN inh,MsrA inhibitor,MLLE-PAM2 inh
CCOC(=O)C(CC)n1cnc2c(nnn2-c2ccccc2)c1=O (configuration not stated),-2,-1,0,-1,4,i,-1,nt,3
COc1ccc(S(=O)(=O)N2CCN(Cc3c[nH]c4ccccc34)CC2)cc1,10,-2,0,0,6,i,1,0.0,-2
O=C1C(=O)C(c2ccccc2)C(=O)C1c1ccccc1 (configuration not stated),-6,1,2,-5,-7,i,1,0.7,23
COc1ccc(CC(=O)NC(CC(=O)O)c2ccc(OC)cc2)cc1 (configuration not stated),2,-6,-6,0,-2,i,1,2.2,13
CCC(C)(C)n1nnnc1C(c1cccnc1)N1CCCc2ccccc21 (configuration not stated),-5,43*,-5,-4,-1,i,5,-1.1,14
COc1ccc(/C=C/C(O)=C2/C(=O)N(C)C3(C)CC2c2ccccc2O3)cc1 (configuration not stated),24,0,-4,-1,0,i,1,1.6,8
CCn1cc(S(=O)(=O)NCc2ccc3c(c2)OCO3)cn1,-5,-1,1,-3,7,i,-5,0.6,-14
Cc1ccc(-n2nc(C)c(NS(=O)(=O)c3ccccc3)c2C)cc1C,3,0,0,-5,-7,i,0,-0.3,-9
COc1cccc(CNn2c(-c3cccc(C)c3)nc3ccccc3c2=O)c1,24,1,-5,-1,-4,i,0,1.2,4
O=S(=O)(Cc1ccc(Cl)cc1)c1ccccc1-c1nnc(-c2ccc(Cl)cc2)o1,18,-3,-2,-4,-2,i,2,0.8,-2
CCOC(=O)C1=C(Nc2ccccc2)CC(C)(O)C(C(=O)OCC)C1c1ccc(Br)cc1 (configuration not stated),21,-2,1,1,-9,i,7,0.1,-1
CC(=O)c1ccc(N2CCN(C(=O)C3CCCN(S(=O)(=O)c4cnc[nH]4)C3)CC2)cc1 (configuration not stated),-7,0,1,-6,-7,i,2,5.1*,1
O=C(CN1CCN(c2ccc(F)cc2)CC1)Nc1nccs1,1,-2,-1,-4,-2,i,-2,1.8,10
Cc1ccc(Nc2nc(N)c([N+](=O)[O-])c(NCCO)n2)cc1C,-3,-2,-5,-8,5,i,0,3.7,-2
COCCNC(=O)C(c1ccc(F)cc1)N(C(=O)CCC(=O)Nc1ccccn1)c1ccc(C)cc1 (configuration not stated),-4,-2,-4,-2,-1,i,0,0.4,10
CC1(C)C2CCC1(CS(=O)(=O)Nc1ccc(S(=O)(=O)NC3CCCCC3)cc1)C(=O)C2 (configuration not stated),0,-4,-1,-4,6,i,0,-0.5,6
O=C(O)C1CSC(c2ccco2)N1 (configuration not stated),-3,2,-1,-4,-1,i,34,-0.9,24
COCCN(C(=O)COC(=O)C1CC1C)c1c(N)n(Cc2ccccc2)c(=O)[nH]c1=O (configuration not stated),-3,2,-1,-1,0,i,0,0.6,-44
CCN1C(=O)/C(=C/c2nc3ccccc3c(=O)n2-c2ccccc2)c2ccccc21,1,-4,-26,-1,-5,i,3,0.1,3
COc1cc(OC)c(NC(=O)CN(C)S(=O)(=O)c2ccc3[nH]c(=O)oc3c2)cc1Cl,-2,0,-1,-8,7,i,12,0.1,1
CC(C)C(Nc1ccc(C(F)(F)F)cc1[N+](=O)[O-])C(=O)O (configuration not stated),-6,-1,1,3,5,i,-7,1.9,3
C=CCNC(=O)COC(=O)c1c2c(nc3ccccc13)CCC2,-6,-1,-6,-8,8,i,12,-0.4,-8
CCO[C@H]1OC(C(=O)N2CCOCC2)=C[C@@H](c2ccccc2)[C@@H]1CCCO,-14,1,-4,5,-9,i,-4,-1.0,-13
Cc1cc(C)nc(SCc2cc(=O)c(OC(=O)c3cc([N+](=O)[O-])ccc3Cl)co2)n1,20,0,4,-5,-10,i,4,0.0,13
O=C(CC1C(=O)NCCN1C/C=C/c1ccccc1)NCCc1cccnc1 (configuration not stated),-6,3,7,0,-11,i,-3,0.3,15
O=C(c1ccc2c(c1)OCO2)C1CCCN(C(=O)NCc2ccccc2)C1 (configuration not stated),1,-1,0,-2,-1,i,2,-0.4,-1
COC(=O)c1cccc(NC(=O)Cn2nnc3ccccc32)c1,-1,2,-3,-1,4,i,1,-0.9,5
COc1cc(O)c(C=Nc2ccccc2NS(=O)(=O)c2ccc(C)cc2)c(OC)c1,4,4,4,-2,-31,i,11,0.7,-43
Cc1[nH]n(-c2ccccc2)c(=O)c1N=Nc1ccccc1O,22,5,7,-5,-105,i,-4,0.6,-4
CCOC(=O)c1c(-c2ccc(C)cc2C)csc1NC(=O)CSc1nnnn1C,32,-3,-8,2,-5,i,6,2.3,0

Three compounds from above, showing only MsrA act, FAS-TE inh and MLLE-PAM2 inh.
canonical_smiles	MsrA act	FAS-TE inh	MLLE-PAM2 inh
O=C(CN1CCN(c2ccc(F)cc2)CC1)Nc1nccs1	-4	1	10
Cc1ccc(Nc2nc(N)c([N+](=O)[O-])c(NCCO)n2)cc1C	-8	-3	-2
COCCNC(=O)C(c1ccc(F)cc1)N(C(=O)CCC(=O)Nc1ccccn1)c1ccc(C)cc1 (configuration not stated)	-2	-4	10

Additional records follow:
SMILES,FAS-TE inh,Rin1 Abl inh,MT1-MMP act inh,MsrA act,eLon inh,Rpn11 inh,CSN inh,MsrA inhibitor,MLLE-PAM2 inh
CC(C)N1C(=S)SC(C)(C)C1NO (configuration not stated),-10,-1,-1,-4,3,i,-2,-0.4,26
CC(C)(C)OC(=O)C[C@@H]1C/C=C\C[C@@H](CC(=O)N[C@H](CO)Cc2ccccc2)C(=O)NC[C@H](c2ccccc2)OC1=O,-5,1,-2,-1,0,i,0,-1.0,-2
COc1cc(SC)ccc1C(=O)OCC(=O)NCCC1=CCCCC1,13,3,5,-11,1,i,6,-0.7,5
COc1cccc(CNCCO)c1OCc1ccccc1Cl,-9,-1,-4,-2,-6,i,-7,0.5,-1
COc1ccc(CNC(=O)N2CCN(c3ccc(F)cc3)CC2)cc1,-2,1,2,-3,-6,i,5,0.4,-20
COc1ccccc1N1CC(C(=O)NCC2COc3ccccc3O2)CC1=O (configuration not stated),3,1,0,-1,-1,i,-2,0.6,-3
Cc1cc(=O)n2nc(N3CCC(C(=O)NCc4ccc(Cl)cc4)CC3)sc2n1,0,6,5,2,-4,i,-1,0.0,-16
COc1ccc(C)cc1-n1c(SCC(=O)N2CCOCC2)nc2ccccc2c1=O,-6,2,2,-1,-3,i,8,-1.2,-21
O=C(Nc1cccnc1)c1ccc(COc2ccccc2Br)o1,-8,1,8,1,-1,i,-2,1.0,-2
CCOc1ccccc1NC(=O)c1cccc(NC(=O)CC(c2ccccc2)c2ccccc2)c1,30,-2,-2,-2,2,i,-2,2.7,-6
Cc1c(C(=O)Oc2cccc3cccnc23)oc2ccccc12,9,1,0,0,-2,i,-5,0.1,4
O=[N+]([O-])c1cc(C(F)(F)F)ccc1NN=C1CCCC1,9,-1,1,-4,11,i,0,-0.6,-6
Cc1oc2cc(OC(=O)c3ccco3)ccc2c(=O)c1-c1nc2ccccc2n1C,2,-4,6,-1,-5,i,-1,1.7,-11
NC(=O)CC(NC(=O)Cc1ccc(Cl)cc1)c1ccc(NCCOc2ccccc2)c([N+](=O)[O-])c1 (configuration not stated),9,-4,6,-3,-7,i,7,1.2,-5
COc1ccccc1OCC(=O)N/N=C/C=C/c1ccc([N+](=O)[O-])o1,-6,1,-11,10*,-5,i,7,1.3,1
C=CCn1c(SCc2nc3scc(-c4ccccc4)c3c(=O)[nH]2)nnc1-c1ccccc1F,1,-1,-6,-4,-19,i,9,1.0,-61
CCCS(=O)(=O)NC(=O)C1(C)CCCN(C(=O)c2ccnc(Cl)c2)C1 (configuration not stated),-9,-4,-1,-2,-4,i,-1,-0.9,3
CC(Oc1ccc(S(=O)(=O)N2CCCC2)cc1[N+](=O)[O-])C(=O)N(C)c1ccccc1 (configuration not stated),-1,1,-3,-2,2,i,3,0.9,7
COc1ccc(-c2nc(CS(=O)CC(=O)NCc3ccc4c(c3)OCO4)c(C)o2)cc1 (configuration not stated),-5,-1,-2,-2,-15,i,0,0.5,10
C[C@@H]1CN([C@H](C)CO)C(=O)CCCn2nncc2CO[C@H]1CN(C)Cc1cccc(O)c1,-6,0,10,-4,-5,i,8,-1.3,-2
CC(NCCOCCOc1ccccc1)c1ccccc1 (configuration not stated),-11,-1,1,-1,-5,i,1,-0.5,5
O=C1CC(SC(=Nc2ccccc2)Nc2ccccc2)C(=O)N1c1cccc(Cl)c1 (configuration not stated),28,3,2,1,-4,i,-6,-0.3,7
Cc1ccc(NC(=S)c2ccccc2)cc1,-1,1,3,-5,1,i,-3,0.0,26
CCc1ccc(-c2cc(C)no2)cc1S(=O)(=O)N1CCN(c2ccccn2)CC1,32,-2,0,-1,-8,i,-1,0.4,-6
Cc1cc(C)nc(SCc2ccc(C(=O)N/N=C3\CC(C)CC(C)(C)C3)cc2)n1 (configuration not stated),-4,-3,2,-3,-10,i,1,0.6,-13
CC(=O)Nc1cccc(-c2ccnc3c2CC(C)(C(=O)NCc2ccc(F)c(F)c2)O3)c1 (configuration not stated),-4,1,2,-6,-12,i,-5,-1.2,1
CCOc1ccccc1CN1C(=O)NC2(CCCCCC2)C1=O,-1,-1,0,-3,7,i,-2,2.0,-9
CN(CCc1ccccn1)C1CC(=O)N(c2ccc(Cl)cc2)C1=O (configuration not stated),-6,0,2,-11,-2,i,1,0.7,5
Oc1ccc(/C=N/n2c(COc3ccccc3)n[nH]c2=S)cc1O,-6,3,-7,0,-5,i,-2,1.6,4
CC(C)(C)c1ccc(OCCC(=O)OCC(=O)NC(=O)NC2CCCC2)cc1,41,3,0,-7,-9,i,-3,1.2,10

Some of these compounds in order of length of the SMILES, smallest number first:
SMILES,FAS-TE inh,Rin1 Abl inh,MT1-MMP act inh,MsrA act,eLon inh,Rpn11 inh,CSN inh,MsrA inhibitor,MLLE-PAM2 inh
COc1ccccc1N1CC(C(=O)NCC2COc3ccccc3O2)CC1=O (configuration not stated),3,1,0,-1,-1,i,-2,0.6,-3
CCCS(=O)(=O)NC(=O)C1(C)CCCN(C(=O)c2ccnc(Cl)c2)C1 (configuration not stated),-9,-4,-1,-2,-4,i,-1,-0.9,3
CC(=O)Nc1cccc(-c2ccnc3c2CC(C)(C(=O)NCc2ccc(F)c(F)c2)O3)c1 (configuration not stated),-4,1,2,-6,-12,i,-5,-1.2,1

Remaining list, next part
SMILES,FAS-TE inh,Rin1 Abl inh,MT1-MMP act inh,MsrA act,eLon inh,Rpn11 inh,CSN inh,MsrA inhibitor,MLLE-PAM2 inh
Cc1cc(N=O)c(C)cc1O,-2,-4,-2,-4,-5,i,2,1.1,-4
O=C(CSc1nnc(Cc2ccccc2)o1)N1CCCC1,-7,0,-5,-11,2,i,0,-0.8,-19
CC(O)CCc1ccc(O)cc1 (configuration not stated),-11,1,2,-9,-5,i,3,0.1,1
CCOC(=O)N1CCC(NC(=O)c2cnn3cccnc23)CC1,-6,-2,0,-4,-3,i,-8,1.2,-5
CC(C(=O)O)n1c2ccccc2c2cnn(C)c(=O)c21 (configuration not stated),-5,-1,5,-1,4,i,3,-0.5,4
CCCC(=O)Nc1nnc(/C=C/c2ccc(OC)cc2)s1,-8,0,0,2,0,i,4,2.3,-8
COc1ccc(/C=N/N(C)c2cc(=O)n(C)c(=O)[nH]2)cc1OC,-6,-4,6,-4,-3,i,1,11*,10

Screening data from PubChem.
